Source: PubChem (several laboratories)
ABHD5-PLIN5 inh – ABHD5-PLIN5 protein interaction inhibition; Q00G26+Q8WTS1; Split G. princeps luciferase complementation, luminescence, 4 h; AID 602281; inhibition, % at 4 µM; 360,000 tested, 0.78% active;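 active means inhibition above the mean inhibition across every tested compound plus 3 SD, cut at about 22% in these data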;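 further: 0% = DMSO only wells and the 100% control is not disclosed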
TLR9-MyD88 inh – inhibitors of human TLR9-MyD88 binding; 340,000 tested, 0.21% active; inhibition, % at 4.98 µM; CHO BLA complementation TLR9-MyD88, CCF4 FRET ratio; AID 504734;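 active means inhibition above the mean over all tested compounds plus 3 SD, cut at about 21% in these data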;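 further: 0% = DMSO only wells and 100% = clavulanate BLA inhibitor control wells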
H9c2 protect – myocardial damage modulation in H9c2 cells; H9c2 cardiomyocytes, H2O2 injury protection, ATPLite, 2 h; protection from H2O2 cell death, % at 20 µM; 360,000 tested, 0.63% active; AID 588492;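 active means compounds giving at least 50% protection of heart cells from peroxide-induced death in the single-dose screen, raw or plate-pattern-corrected value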;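 further: 0% = DMSO wells with peroxide and 100% = DMSO wells without peroxide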
SRC2 inh – human SRC2 (NCOA2) inhibition | HEK293 GAL4-SRC2 luciferase reporter, luminescence | 370,000 tested, 0.17% active | Q15596 | inhibition, % at 9 µM;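 active means inhibition above the mean inhibition of all tested compounds plus 3 SD, set per campaign, cut at about 52% in these data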;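 further: 0% = DMSO treated cells and 100% = cells given Gossypol at 36 µM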
m5-HT2A agonist – activates the mouse 5-HT2A serotonin receptor; P35363; CHO-K1 mHTR2A beta-arrestin complementation, luminescence; percent of 30 µM serotonin response; activation, % at 7.6 µM; 360,000 tested, 0.66% active;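 active means activation above a run cutoff, the mean activation of all tested compounds plus 3 SD, cut at about 14% in these data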;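 further: 0% = plate median of compound wells and 100% = 30 µM serotonin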
MC4R barr agon – agonists of human melanocortin 4 receptor (MC4R) beta-arrestin | AID 540308 | U2OS MC4R beta-arrestin complementation, luminescence; percent of melanotan II response, DMSO zero | activation, % at 8.9 µM | 360,000 tested, 0.98% active | P32245;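 active means activation above a per-plate cutoff, the mean activation of sample wells on that plate plus 3 SD, cut at about 8% in these data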
MC4R antagonist – antagonists of human melanocortin 4 receptor (MC4R); 360,000 tested, 0.48% active; inhibition, % at 6.5 µM; P32245; AID 540295; MC4R-expressing cells, MTII-stimulated cAMP, LANCE TR-FRET;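 active means inhibition above its plate's cutoff, the mean of tested wells on that plate plus 3 SD, cut at about 29% in these data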;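 further: 0% = Melanotan II alone and 100% = Melanotan II plus saturating MCL0020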
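Assay system: U2OS-MC4R stable cell line; Also added: Melanotan II; Technique: Eu-cAMP/anti-cAMP TR-FRET, emission 671 nm; Times: 30-min compound, 1-h challenge, 1-h detection, room temperature.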
NOD2 RIPK2 PPI – inhibitors of human NOD2-RIPK2 interaction | CHO BLA complementation NOD2-RIPK2, CCF4 ratio | 360,000 tested, 0.38% active | inhibition, % at 4.98 µM | AID 624267 | O43353; in the data active means inhibition above about 21%;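 further: 0% = vehicle only and 100% = reference blocker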
ABCB6 inh MLPCN – human ABCB6 transporter inhibition. Q9NP58. K562-ABCB6 porphyrin accumulation, flow cytometry, 1 h; hits give low values. fluorescence ratio to DMSO, % at 10 µM. 360,000 tested, 0.19% active. AID 602162;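 active means fluorescence ratio to DMSO below 75%, the collection mean minus 3 SD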;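 further: signal is porphyrin accumulated inside mitochondria; 100% equals median channel fluorescence of DMSO control wells; lower ratio means ABCB6 inhibition with less porphyrin fluorescence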
Glyco luc inh – blocks N-linked glycosylation in D54 reporter cells | 360,000 tested, 0.23% active | reporter increase, % at 12.5 µM | D54 ERlucT glycosylation luciferase reporter, 24 h; percent of 100 nM tunicamycin response;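 active means mean luciferase reporter signal, scaled so untreated is 0 and the glycosylation-blocking control 100, at or above a set limit in every replicate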;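 further: luciferase carries N-glycosylation sites so blocking glycosylation raises the light; 0% = median of neutral control wells and 100% = median of 100 nM tunicamycin wells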
Numbers without * were called inactive; · = not tested or not shown. This is a subset; the hit share may differ from the screen's.

Values in the order: ABHD5-PLIN5 inh	TLR9-MyD88 inh	H9c2 protect	SRC2 inh	m5-HT2A agonist	MC4R barr agon	MC4R antagonist	NOD2 RIPK2 PPI	ABCB6 inh MLPCN	Glyco luc inh
- CC1CC(C)CN(C(=O)C2CCC(CNS(=O)(=O)c3ccccc3)CC2)C1 (stereo not given)
→ 0.1	-4.9	7.0	-19.9	4.7	0.0	8.2	-12.1	95.0	-5.1
- N#Cc1ccc(N2CCN(c3ccc(F)cc3)CC2)cc1
→ -11.3	-9.4	-0.5	-21.3	-3.4	-0.9	-1.9	-3.2	96.0	0.5
- Cc1ccc(NC2=NCC(=O)N2C2CCCC2)cc1C
→ 7.8	-5.1	1.9	8.8	0.4	5.4	-1.0	-14.1	94.0	0.5
- O=C(COC(=O)CNC(=O)c1cccc(OC(F)F)c1)NCc1ccc2c(c1)OCO2
→ 1.9	3.2	2.8	2.1	-5.9	-2.2	32.7*	-0.6	101.0	1.4
- Oc1ccccc1-c1cncn1Cc1ccccc1
→ 0.2	-1.0	-0.7	-18.6	0.3	-1.7	-1.5	4.1	94.0	-3.1
- COc1ccc(/C=C/C(=O)NC(=S)NNC(=O)c2ccco2)cc1
→ 6.9	-1.1	0.7	4.0	-5.6	-1.2	-1.8	2.5	106.0	9.8
- c1ccc(Cc2nnc3sc(-c4ccco4)nn23)cc1
→ -13.0	-0.8	17.0	-25.4	1.7	0.1	-0.3	-5.7	100.0	-2.7
- O=C1CCCN1CCCNc1ccc(S(=O)(=O)N2CCCCC2)cn1
→ 3.0	-5.3	4.5	-19.0	5.1	0.0	-7.9	0.4	97.0	1.3
- O=C(NCC1CCCO1)C1CC(=O)N(C2CCCC2)C1 (stereo not given)
→ -2.3	1.6	5.4	-11.0	2.3	-2.4	0.8	-5.2	100.0	2.0
- Cc1ccc(/C=C/C(=O)NCCCN2CCN(CCCNC(=O)/C=C/c3ccc(C)o3)CC2)o1
→ 1.7	-1.8	-4.0	-5.9	-3.8	-1.4	-3.0	-1.6	97.0	0.3
- Cn1cc(C(=O)C(=O)N2CCOCC2)c2ccccc21
→ 7.2	-9.1	0.2	-16.7	-3.9	-0.1	-2.1	-6.3	95.0	-0.1
- CC(=O)N1CCC(N(CCN2CCOCC2)C(=O)Nc2ccc(Cl)c(Cl)c2)CC1
→ 3.7	-0.8	17.8	-16.2	-0.8	-0.1	9.5	-4.0	101.0	0.7
- CCOCCCn1cc(C(=O)c2cc(Br)ccc2O)cc(C#N)c1=O
→ 1.1	-1.7	-1.2	12.1	-3.0	-0.5	21.9	6.7	109.0	2.2
- CCOC(=O)c1sc(NC(=O)c2ccc(S(=O)(=O)N3CCCCC3)cc2)nc1-c1ccccc1
→ -1.3	-2.4	-11.4	-9.4	1.3	-0.6	-2.1	1.3	97.0	-3.4
- COc1cc(CN(C)c2ncnc3sccc23)ccc1OC(F)F
→ 12.3	1.1	-5.1	28.8	2.7	1.4	-7.3	-0.6	95.0	1.9
- N#Cc1ccsc1NC(=O)C1CCN(C(=O)c2ccc(Cl)cc2)CC1
→ -8.2	-6.4	-3.7	-7.9	3.8	-1.9	2.9	-3.1	101.0	-0.7
- CCCCC(=O)Nc1ccc(NC(=O)CC)cc1OC
→ 0.0	-4.4	1.0	8.0	-1.1	-1.1	8.6	-12.0	90.0	-0.5
- CCOC(=O)C1CCN(c2c(C(=O)c3ccccc3)cnc3ccc(CC)cc23)CC1
→ -1.8	3.6	-8.9	-5.0	-3.6	2.5	13.5	-7.8	93.0	-3.5
- CCc1cccc(NC(=O)CSc2nnc(Cc3ccc(OC)cc3)c(=O)[nH]2)c1
→ -3.2	-14.8	-0.8	-11.6	5.9	-2.6	16.5	4.2	103.0	-1.3
- Cc1cc(NC(=O)CN2C(=O)NC(C)(c3ccc(Cl)cc3)C2=O)no1 (stereo not given)
→ 1.9	5.8	7.9	-5.7	-2.3	-1.4	-2.9	4.3	93.0	4.6
- O=[N+]([O-])C(=C1NCCN1)C(Cl)=C(Cl)Cl
→ 6.1	9.4	4.1	-5.5	2.0	-0.3	-2.1	-3.7	101.0	3.4
- CC(C)c1ccc(C2OC(CCc3ccccc3)Cc3[nH]c(=S)[nH]c(=O)c32)cc1 (stereo not given)
→ -9.8	·	·	-5.9	1.2	·	·	-16.2	101.0	·
- CC(C)(C)N1C(=O)c2ccc(C(=O)Nc3ccc(C(=O)O)cc3)cc2C1=O
→ 7.2	12.1	-3.8	-14.2	1.8	0.6	0.4	-5.1	95.0	2.6
- O=C(NCc1ccco1)C(c1ccncc1)N(C(=O)Cc1cccs1)c1ccccc1 (stereo not given)
→ -0.2	-2.4	4.5	-20.6	-4.4	-0.9	0.2	1.2	98.0	-0.6
- C=CCC1(CC=C)CCCN1C(=O)c1cc(COc2ccccc2SC)on1
→ 1.9	4.5	-7.6	16.7	2.9	-2.3	9.1	-5.3	90.0	-2.9
- Cc1c(NC(=O)N(C)C)c(=O)n(-c2ccccc2)n1C
→ 1.8	0.5	8.3	7.4	-0.1	-0.5	1.1	3.3	107.0	0.9
- Cc1cc(C(=O)OCC(=O)NCCc2ccccc2)c2ccccc2n1
→ 8.1	-3.6	-8.6	2.2	0.5	0.1	-2.2	-6.2	97.0	0.4
- N/C(=N/OC(=O)c1cccc([N+](=O)[O-])c1)c1cccc([N+](=O)[O-])c1
→ 2.3	-6.8	-5.8	-33.4	8.0	2.9	12.5	-7.7	102.0	1.5
- COc1cccc(/C=N/NC(=O)c2ccccc2)c1OS(=O)(=O)c1ccccc1
→ -2.9	-8.1	16.1	-11.0	-2.6	-0.8	24.2	-4.9	100.0	5.6
- O=C(Cc1ccc(Cl)cc1)NNS(=O)(=O)c1ccc([N+](=O)[O-])cc1
→ 6.9	0.6	7.4	3.8	-1.3	0.5	15.7	-9.2	99.0	1.9
- Nn1c(-c2ccc(F)cc2)nc2ccccc2c1=O
→ 1.8	-8.6	-3.1	1.8	-0.5	-2.8	10.8	0.9	99.0	-1.1
- O=C(NCCS(=O)(=O)N1CCN(c2ccccc2)CC1)C1CCCC1
→ 11.3	-10.6	-0.8	-17.0	-6.3	0.5	4.5	-0.5	101.0	0.6
- CCn1c(=O)n(CC(=O)Nc2cc(OC)ccc2OC)c(=O)c2ccccc21
→ 6.2	-27.7	4.0	2.8	2.2	-0.5	1.8	-0.9	96.0	-0.3
- O=C(NC1CCCC1)C1CCCN1C(=O)Nc1ccccc1 (stereo not given)
→ -2.3	-5.0	-4.4	13.6	-3.9	1.7	17.1	1.3	99.0	1.3
- CC(=O)O[C@@H](C[C@@H](C)C1=C2C[C@H](O)C3[C@@]4(C)CCC(=O)C(C)(C)C4CC[C@]3(C)[C@@]2(C)CC1)[C@H]1OC1(C)C (stereo not given in full)
→ 1.8	-7.9	0.1	28.4	-1.7	1.6	-5.4	11.6	97.0	-8.4
- COc1ccc(/C=C/C(=O)Nc2ccc(-n3nncc3-c3ccccc3)cc2)cc1OC
→ 5.1	-18.7	5.1	-11.7	-2.0	1.0	25.7	-16.9	97.0	-5.9
- O=S(=O)(c1ccccc1)C(Br)S(=O)(=O)c1ccccc1
→ 1.8	-5.9	4.6	-23.1	-3.0	0.6	4.4	-0.7	93.0	-0.4
- c1ccc2c(c1)nc1n2CCN1
→ 0.7	-2.7	3.9	-9.1	3.2	-1.7	9.0	-6.6	98.0	-0.2
- COc1cccc(CN2CCC2(C)C(=O)Nc2cccc3cccnc23)c1OC (stereo not given)
→ -7.1	·	-9.6	-1.1	-4.8	1.0	-0.6	3.5	98.0	-0.3
- COc1ccc(C(CNC(=O)c2ccc(Cl)c(NC(=O)c3cccs3)c2)N2CCCC2)cc1 (stereo not given)
→ -0.4	16.9	13.3	-16.7	-15.7	-2.5	8.8	6.5	99.0	-6.6
- O=C(Nc1ccc(C(F)(F)F)cc1)c1ccc(NC(=O)C2CCCO2)cc1 (stereo not given)
→ -1.3	4.3	-0.9	·	1.5	0.4	9.9	-8.6	89.0	-1.4
- Cc1cccc(NC(=O)CN(C)C(=O)C2CCCC2)c1C
→ -3.2	-10.0	0.3	2.2	-3.0	-2.5	3.7	-3.3	100.0	3.4
- Cc1cc(F)ccc1NCc1ccc([N+](=O)[O-])cc1
→ 0.3	0.4	-10.3	-15.4	-0.1	1.2	-2.7	1.6	100.0	-1.8
- COc1ccc(N2CCN(c3ccc([N+](=O)[O-])cc3Cl)CC2)cc1
→ 3.8	-4.8	-9.4	-29.2	2.7	1.2	8.7	-8.2	104.0	-1.4
- O=C1c2ccccc2NC(c2ccccc2O)N1c1ccc(F)cc1 (stereo not given)
→ -1.9	10.4	3.6	-27.4	-3.5	0.4	5.4	5.2	97.0	-1.6
- CCCOc1ccccc1OCC(=O)Nc1cc(Cl)ccc1-n1cncn1
→ 1.9	-4.9	7.6	-2.8	-0.5	-0.9	6.1	-7.7	96.0	-2.9
- COc1ccc(C(=O)Nc2cc(C(F)(F)F)ccc2-n2cnc3ccccc32)cc1
→ -3.8	-0.9	8.6	-14.2	1.9	-0.2	9.3	-0.9	104.0	2.4
- CCOC(=O)c1sc(=NC(=O)c2ccc(OC)c(OC)c2)n(C)c1C
→ 4.3	-1.9	-8.3	-17.8	2.0	1.3	2.2	-14.5	95.0	-6.9
- CCOC(=O)[C@]12CCC=C1N(Cc1cccc3ccccc13)C(=O)[C@H](CC(=O)NCCCCc1ccccc1)C2
→ 7.6	·	·	-8.6	-5.1	·	·	-4.0	97.0	·
- C/C(=C\C(=S)Nc1ccccc1)Nc1ccccc1
→ 3.0	-1.8	-3.6	-14.7	-0.8	-2.4	3.1	1.7	98.0	1.2

The list goes on.
Values in the order: ABHD5-PLIN5 inh	TLR9-MyD88 inh	H9c2 protect	SRC2 inh	m5-HT2A agonist	MC4R barr agon	MC4R antagonist	NOD2 RIPK2 PPI	ABCB6 inh MLPCN	Glyco luc inh
- CCOC(=O)/C=C1\SCC(=O)N1CC(=O)NCc1ccc(OC)c(OC)c1
→ -5.4	-2.3	1.8	-1.2	-1.6	-3.3	6.9	-2.5	92.0	1.1
- Cc1ccccc1NC(=O)Cn1nnc(-c2ccc(CN3CCC(C)CC3)cc2)n1
→ -2.6	-27.2	-2.1	-42.2	1.9	1.4	3.8	-12.1	104.0	-4.3
- COc1ccc(-n2c(=S)[nH]c3cc(C(=O)Nc4cc(C(N)=O)ccc4OC)ccc3c2=O)c(OC)c1
→ -7.9	-13.6	0.1	-3.6	5.2	-1.4	13.2	2.0	100.0	0.2
- CN(CC(=O)Nc1ccc(F)c(F)c1F)C(=O)CCCc1nc2ccccc2c(=O)[nH]1
→ -4.6	-5.6	33.7	-14.1	5.1	-3.1	-0.7	-4.9	103.0	-1.6
- CC(=O)Nc1ccc(NC(=O)C2CCCN2C(=O)NCc2ccccc2)cc1 (stereo not given)
→ 2.2	1.9	2.4	3.0	9.2	-0.5	2.2	0.6	103.0	0.9
- O=C(N/N=C/c1cccnc1)c1ccc(Cl)c(Cl)c1
→ 7.3	4.8	-1.6	-2.6	-5.3	-1.2	-4.0	-8.7	91.0	-1.5
- O=C1OCCN1C(=O)[C@H]1[C@H](c2ccccc2)C(c2ccc(F)cc2)=NN1c1ccc(Br)cc1
→ 5.1	-10.9	14.1	14.1	1.4	-1.2	18.3	-22.1	96.0	0.3
